MITF inh: blocks human microphthalmia-associated transcription factor | 650,000 tested, 0.91% active | inhibition, % at 2.6 µM | AlphaScreen MITF homodimerization, bead proximity signal; in the data active = inhibition above about 50%;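 note: 0% = vehicle wells with protein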
Target sequence (O75030 whole entry, looked up): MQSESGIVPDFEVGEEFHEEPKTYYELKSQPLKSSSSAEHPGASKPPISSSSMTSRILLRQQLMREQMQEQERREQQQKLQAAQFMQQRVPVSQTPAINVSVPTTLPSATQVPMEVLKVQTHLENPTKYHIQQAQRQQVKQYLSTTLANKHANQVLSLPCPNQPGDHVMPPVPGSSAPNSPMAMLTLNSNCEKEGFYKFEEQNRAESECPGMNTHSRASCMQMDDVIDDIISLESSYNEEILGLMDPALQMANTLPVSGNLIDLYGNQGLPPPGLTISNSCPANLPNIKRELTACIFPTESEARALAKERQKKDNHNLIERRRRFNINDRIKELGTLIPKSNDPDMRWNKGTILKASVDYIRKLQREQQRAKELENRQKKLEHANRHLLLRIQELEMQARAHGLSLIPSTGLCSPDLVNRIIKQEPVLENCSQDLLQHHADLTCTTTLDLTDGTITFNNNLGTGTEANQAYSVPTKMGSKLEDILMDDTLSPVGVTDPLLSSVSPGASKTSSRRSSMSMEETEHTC
TEAD-YAP inh: TEAD-YAP interaction inhibition; HEK-TIYL cells, TEAD-Gal4/YAP UAS-luciferase luminescence; inhibition, % at 9.12 µM; 640,000 tested, 1.4% active; in the data active = inhibition above about 32%;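 note: 0% = median of test compound wells and 100% = reference inhibitor wells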
GPR151 ag: activators of human GPR151; activation, % at 11.2 µM; PathHunter beta-arrestin GPR151 cells, luminescence; Q8TDV0; 650,000 tested, 1% active; in the data active = activation above about 4.9%;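 note: 0% = median of compound wells and 100% = cells with positive control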
Target sequence (Q8TDV0 whole entry, looked up): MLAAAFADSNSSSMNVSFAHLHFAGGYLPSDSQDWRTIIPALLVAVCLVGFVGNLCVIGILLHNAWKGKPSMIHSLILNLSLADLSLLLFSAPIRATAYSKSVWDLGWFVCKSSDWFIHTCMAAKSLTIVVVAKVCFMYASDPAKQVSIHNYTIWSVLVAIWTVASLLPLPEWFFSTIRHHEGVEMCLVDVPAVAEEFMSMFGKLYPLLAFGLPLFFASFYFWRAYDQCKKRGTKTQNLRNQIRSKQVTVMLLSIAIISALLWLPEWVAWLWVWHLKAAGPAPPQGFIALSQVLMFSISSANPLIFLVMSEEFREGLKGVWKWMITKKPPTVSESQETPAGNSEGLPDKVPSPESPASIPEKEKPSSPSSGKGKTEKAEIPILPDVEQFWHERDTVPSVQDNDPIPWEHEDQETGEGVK
FBW7 act: human FBW7 E3 ligase activation, primary screen | Q969H0 | AlphaScreen FBW7–phospho-cyclin E peptide binding, activator screen | normalized activity (activation), % at 26.1 µM | 650,000 tested, 0.13% active; in the data active = normalized activity above about 1.9%;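 note: purified mutant Fbw7 with reduced substrate affinity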
* = called active by the depositor; & = joins results of further samples.

1: Cn1c(=O)[nH]c(=O)c2c1nc(SCC(=O)Nc1ccccc1)n2Cc1ccccc1
2: Cn1c(=O)c2[nH]cnc2n(C)c1=O
3: O=C(CSc1nc2ccsc2c(=O)n1Cc1ccccc1Cl)NCc1ccccc1
4: Cc1cc(F)ccc1S(=O)(=O)NCC(c1ccc2c(c1)OCO2)N1CCOCC1 (centres undefined)
5: Cc1ccccc1NS(=O)(=O)c1cc(C(=O)Nc2ccccc2)ccc1Br
6: O=c1[nH]c(N2CCCC2)nc2c1CN(Cc1ccc(N3CCCC3)c(F)c1)CC2
7: FC(F)(F)c1ccc(Cn2cnc3c(Nc4ccc(Oc5ccccc5)cc4)nc(-c4ccc(N5CCOCC5)nc4)nc32)cc1
8: O=C(O)c1nc2nc(-c3ccccc3)cc(=O)n2[nH]1
9: CS(=O)c1ccc2c(c1)NC(=O)CS2 (centres undefined)
10: Cc1sc2nc(CNCc3ccco3)[nH]c(=O)c2c1-c1ccccc1
assay / entry | 1 | 2 | 3 | 4 | 5 | 6 | 7 | 8 | 9 | 10
MITF inh | 12 | 21&0&19&1&25&-15 | 2 | -11 | 15 | -3 | 0 | -13 | 12 | 58*
TEAD-YAP inh | -5 | 12&9&8 | 2 | -1 | -2 | 1 | 3 | -2 | 2 | 5
GPR151 ag | -0.2 | 1.4&-0.9&-0.6&0.0&-1.9&0.1 | -0.6 | 0.5 | 0.2 | 0.6 | 0.6 | -0.8 | 0.0 | 3.4
FBW7 act | 0.0 | 0.0&-0.1&0.2&0.1&0.1&0.0 | -0.1 | 0.2 | 0.1 | -0.1 | -0.1 | 0.0 | 0.8 | -0.1

11: CC(C)N1CCNC(=O)C1CC(=O)NCc1ccc2c(c1)n(C)c(=O)n2C (centres undefined)
12: COc1cc(-c2nc(C=Nc3cccc(Cl)c3C)c(O)o2)cc(OC)c1OC
13: CCOC(=O)C1CCCCN1C(=O)c1cc(S(=O)(=O)N2CCOCC2)cn1C (centres undefined)
14: CC1CC(C)CN(C(=O)c2cccc(Cl)c2)C1 (centres undefined)
15: Cc1ccc(CCN2C(=O)CN(C3CCCCC3)C(=O)C2c2ccc(F)cc2)cc1 (centres undefined)
16: COc1ccc(CCNC(=O)c2ccc(CNc3nc(=S)[nH]c4ccccc34)cc2)cc1OC
17: Cc1ccc(Nc2coc3ccc4c(C)cc(=O)oc4c23)cc1
18: CC(C)(C)C(=O)Nc1sc2c(c1C(=O)O)CCCC2
19: O=C(O)c1c(CNCc2cccnc2)c2ccccc2n1Cc1ccccc1Cl
20: COc1ccc(C(=O)NC(=S)NCc2ccco2)cc1Br
assay / entry | 11 | 12 | 13 | 14 | 15 | 16 | 17 | 18 | 19 | 20
MITF inh | -14 | -6 | 1 | -1 | 16 | 9 | 19 | 9 | 5 | -5
TEAD-YAP inh | -6 | -6 | -2 | -4 | 10 | -3 | -14 | 4 | -1 | 2
GPR151 ag | -0.7 | 0.9 | -1.2 | 2.1 | 0.2 | -1.2 | -0.4 | 0.4 | -0.4 | 0.5
FBW7 act | 0.1 | 0.0 | -0.2 | -0.1 | 0.1 | 0.1 | 0.1 | 0.2 | 0.0 | -0.2

21: COC(=O)C1=C(C)N(C)C(=O)NC1c1ccc(Cl)c([N+](=O)[O-])c1 (centres undefined)
22: CCOc1ccccc1NC(=O)c1ccccc1N(C)S(C)(=O)=O
23: CCCc1ccc(OCC(=O)Nc2ccc(C)cc2)cc1
24: Cc1ccc(OCCOCCOc2cccc(/C=N/n3cnnc3)c2)cc1
25: COc1ccc(OC)c(NS(=O)(=O)c2nc3nc(C)cc(C)n3n2)c1
26: CC(=Nc1ccccc1O)c1sc2ccccc2c1O
27: CCOC(=O)C1(Cc2ccccc2C(F)(F)F)CCN(C2CCOCC2)CC1
28: Cc1ccccc1OCC(=O)NNC(=O)COc1ccc(Cl)cc1Cl
29: Nc1c(C(=O)O)cnn1-c1cccc(Cl)c1
30: OC(COc1ccc2c(c1)CCC2)Cn1cnc2ccccc21 (centres undefined)
assay / entry | 21 | 22 | 23 | 24 | 25 | 26 | 27 | 28 | 29 | 30
MITF inh | 5 | -8 | -3 | 10 | 8 | 17 | 0 | 2 | -5 | -22
TEAD-YAP inh | -6 | 8 | 4 | 4 | -8 | -35 | 9 | 13 | -8 | -25
GPR151 ag | 0.0 | -2.0 | -1.1 | 1.1 | -0.1 | -1.1 | -0.5 | -1.3 | -1.6 | 1.0
FBW7 act | -0.3 | -0.4 | 0.3 | 0.2 | -0.1 | 0.4 | 0.2 | -0.1 | -0.2 | 0.0

31: COc1ccc(C2CC(c3ccc(Br)cc3)=NN2C(=O)CCN2CCOCC2)cc1 (centres undefined)
32: Nc1nonc1C(=O)NCCNS(=O)(=O)c1ccccc1
33: N=c1oc2ccc(Br)cc2cc1C(=O)Nc1cccc(C(F)(F)F)c1
34: Cn1c(=NC(=O)c2cc3cc([N+](=O)[O-])ccc3s2)sc2cc(Br)ccc21
35: O=C(Cn1ncn2c(cc3sccc32)c1=O)NCCc1ccc(Cl)cc1
36: O=c1[nH]cc(Nc2ccccc2)c(=O)[nH]1
37: Cc1cc(C)nc(N2CCC(CNC(=O)Cc3ccsc3)CC2)n1
38: COc1ccc(CNC(=O)CNCCCO)cc1
39: CC1=C(C(=O)Nc2ccccn2)C(c2ccccc2)C2=C(CC(C)(C)CC2=O)N1 (centres undefined)
40: COc1ccc(OC)c(CN=c2c([N+](=O)[O-])nn(-c3cccc(Cl)c3)n2O)c1
assay / entry | 31 | 32 | 33 | 34 | 35 | 36 | 37 | 38 | 39 | 40
MITF inh | 5 | -2 | 0 | 4 | 10 | 15 | -4 | 45 | 2 | 18
TEAD-YAP inh | 2 | -4 | 6 | 12 | -1 | 1 | 2 | -1 | 1 | -16
GPR151 ag | -0.3 | 0.3 | 0.2 | -1.5 | -0.3 | -2.2 | -0.5 | -0.9 | -1.8 | 0.1
FBW7 act | 0.1 | -0.1 | -0.1 | 0.3 | -0.1 | 0.2 | -0.5 | -0.1 | 0.5 | 1.0

41: CCCCN(C)C(=O)CCNS(=O)(=O)c1cc(Br)cnc1N
42: CCOc1ccc(N2C(=O)CC(N(Cc3ccco3)C(C)=O)C2=O)cc1 (centres undefined)
43: Nc1ncnc2c1nc(SCC(=O)O)n2Cc1ccccc1
44: CSCC[C@@H](C(=O)Nc1cccc(F)c1)N1Cc2ccccc2C1=O
45: COc1ccccc1CNC(=O)CCS(=O)(=O)Cc1ccccc1F
46: CSCCCN1CCC(CO)(Cc2ccccc2Cl)CC1
47: CCN(CC)c1ccc2cc(-c3nnc(Nc4cccc5ccccc45)s3)c(=O)oc2c1
48: Cn1c(=O)n(C)c2cc([N+](=O)[O-])ccc21
49: CCOC(=O)c1c(NC(=O)CSc2nnc(CNC(=O)c3cc(OC)cc(OC)c3)n2-c2cccc(Cl)c2)sc2c1CCCC2
50: CCOc1ccc(C(=O)CCC(=O)OCC(=O)c2cccc([N+](=O)[O-])c2)cc1
assay / entry | 41 | 42 | 43 | 44 | 45 | 46 | 47 | 48 | 49 | 50
MITF inh | 13 | -6 | 5 | 0 | 13 | 5 | 1 | 0 | 5 | -1
TEAD-YAP inh | 4 | 2 | 0 | 2 | -1 | 4 | 6 | -4 | 1 | 1
GPR151 ag | -2.4 | 1.6 | -0.8 | 0.4 | -0.5 | 0.6 | -1.7 | -1.0 | -0.5 | 1.5
FBW7 act | 0.0 | 0.0 | 0.0 | -0.1 | 0.0 | 0.0 | -0.2 | -0.2 | 0.2 | -0.3

51: CC(C)=CCN1CCN(Cc2cn(C)nc2C)CC1CCO (centres undefined)
52: CC(C)(CO)NCc1c(F)cccc1Cl
53: Cc1cccc(/C(N)=N/OC(=O)c2ccccc2I)c1
54: COc1ccc(/C=C2/C(=N)N3N=C(C(C)C)SC3=NC2=O)cc1OC
55: O=C(COC(=O)c1ccc(NS(=O)(=O)c2cccs2)cc1O)NC1CCCCC1
56: O=C(O)c1ccc(CN2C(=O)c3ccc(C(=O)c4ccc(C(=O)O)cc4)cc3C2=O)cc1
57: CC1=C(C(=O)Nc2ccc(C)c(C)c2)C(c2cccc(Cl)c2)NC(=O)N1 (centres undefined)
58: Cc1ccc(-c2c3c(=O)n(C)c(=O)n(C)c3c3cccnn23)cc1
59: CCOc1cc(NC(=O)Nc2ccccc2)c(OCC)cc1NC(=O)CC
60: COc1ccc2c(c1)-c1c(ssc1=Nc1cccc(C)c1C)C(C)(C)N2
assay / entry | 51 | 52 | 53 | 54 | 55 | 56 | 57 | 58 | 59 | 60
MITF inh | 8 | 13 | 10 | 15 | 3 | 3 | -5 | 14 | 8 | 23
TEAD-YAP inh | 3 | 3 | -45 | -2 | 2 | 6 | 5 | 13 | -8 | 13
GPR151 ag | -1.9 | -1.1 | -1.0 | 1.1 | -0.6 | 0.6 | -0.3 | -1.3 | 1.5 | -0.1
FBW7 act | 0.2 | 0.1 | 0.1 | 0.1 | -0.1 | -0.1 | -0.1 | 0.4 | 0.1 | -0.2

61: Cc1onc(C(=O)NCc2ccco2)c1[N+](=O)[O-]
62: COc1ccc(C2C(C(=O)Nc3cnc4ccccc4c3)c3ccccc3C(=O)N2Cc2ccc(F)cc2)cc1 (centres undefined)
63: Cn1cc(S(=O)(=O)N2CCOCC2)cc1C(=O)Nc1ccc(Br)cc1F
64: O=C(CCS(=O)(=O)c1ccc(Br)cc1)NCc1cccs1
65: Cc1cccc(OCCNC(C)(C)C)c1
66: CCC(C)Sc1nc(O)cc(=O)n1-c1ccccc1 (centres undefined)
67: CC(=O)n1nc(NCc2ccccc2)nc1NCc1ccccc1
68: O=C(COc1ccc(Cl)cc1)Nc1ccc(CN2CCOCC2)cc1
69: Cc1ccc(CNC(=O)CN2CCC(NC(=O)C3CCCCC3)CC2)cc1
70: CN1CCN(Cc2ccc(NC(=O)Nc3ccc(F)cc3)cc2)CC1
assay / entry | 61 | 62 | 63 | 64 | 65 | 66 | 67 | 68 | 69 | 70
MITF inh | 15 | 9 | -14 | -3 | 35 | 5 | -6 | 1 | 11 | 7
TEAD-YAP inh | 7 | 3 | 3 | 0 | 6 | 0 | -1 | 2 | -3 | -36
GPR151 ag | 1.8 | -1.5 | -0.5 | -0.8 | 2.7 | -0.7 | 0.2 | 2.9 | 0.8 | 0.7
FBW7 act | 0.1 | 0.0 | 0.1 | 0.0 | 0.0 | 0.1 | 0.1 | 0.0 | 0.2 | -0.2

Copied from above: nos. 60 to 70
60: COc1ccc2c(c1)-c1c(ssc1=Nc1cccc(C)c1C)C(C)(C)N2
61: Cc1onc(C(=O)NCc2ccco2)c1[N+](=O)[O-]
62: COc1ccc(C2C(C(=O)Nc3cnc4ccccc4c3)c3ccccc3C(=O)N2Cc2ccc(F)cc2)cc1 (centres undefined)
63: Cn1cc(S(=O)(=O)N2CCOCC2)cc1C(=O)Nc1ccc(Br)cc1F
64: O=C(CCS(=O)(=O)c1ccc(Br)cc1)NCc1cccs1
65: Cc1cccc(OCCNC(C)(C)C)c1
66: CCC(C)Sc1nc(O)cc(=O)n1-c1ccccc1 (centres undefined)
67: CC(=O)n1nc(NCc2ccccc2)nc1NCc1ccccc1
68: O=C(COc1ccc(Cl)cc1)Nc1ccc(CN2CCOCC2)cc1
69: Cc1ccc(CNC(=O)CN2CCC(NC(=O)C3CCCCC3)CC2)cc1
70: CN1CCN(Cc2ccc(NC(=O)Nc3ccc(F)cc3)cc2)CC1
assay / entry | 60 | 61 | 62 | 63 | 64 | 65 | 66 | 67 | 68 | 69 | 70
MITF inh | 23 | 15 | 9 | -14 | -3 | 35 | 5 | -6 | 1 | 11 | 7
TEAD-YAP inh | 13 | 7 | 3 | 3 | 0 | 6 | 0 | -1 | 2 | -3 | -36
GPR151 ag | -0.1 | 1.8 | -1.5 | -0.5 | -0.8 | 2.7 | -0.7 | 0.2 | 2.9 | 0.8 | 0.7
FBW7 act | -0.2 | 0.1 | 0.0 | 0.1 | 0.0 | 0.0 | 0.1 | 0.1 | 0.0 | 0.2 | -0.2

(continued)
71: O=C(Oc1cccc2ccccc12)c1ccccc1
72: COc1ccc(N(CC(=O)NCCc2ccc(Cl)cc2)S(=O)(=O)c2ccc(C)cc2)cc1
73: NC(=O)C1(N2CCCCC2)CCN(C(=O)c2cc3c(=O)oc4ccccc4c3s2)CC1
74: CC(C)c1ccc(C#N)c(SCC(=O)Nc2ccc(C(=O)O)cc2)n1
75: CCN(CC)c1ccc(/C=N/OCC(=O)N2CCc3ccccc32)cc1
76: CC(=O)NCCn1c(SCC(=O)c2ccccc2)nc2ccccc2c1=O
77: CCOC(=O)c1cnn(-c2nc(C)nc3sc4c(c23)CCCC4)c1N
78: COC(=O)CCC(=O)Nc1ccc(I)cc1
79: Cc1cccc(Cc2nnc(CCC(=O)N3CCN(C4CCCC4)CC3)o2)c1
80: CC1(N(O)/C=C2\C=CC=N2)CCCCC1=O (centres undefined)
assay / entry | 71 | 72 | 73 | 74 | 75 | 76 | 77 | 78 | 79 | 80
MITF inh | -3 | 11 | -1 | 5 | 2 | 14 | -3 | 10 | 5 | -1
TEAD-YAP inh | -3 | 1 | 7 | -27 | 3 | 20 | -17 | 7 | -18 | 5
GPR151 ag | -1.0 | 0.3 | 0.0 | -0.3 | 0.4 | 0.5 | 0.2 | 1.7 | 1.1 | 0.0
FBW7 act | 0.0 | -0.2 | -0.1 | 0.0 | 0.0 | -0.1 | -0.1 | 0.1 | 0.5 | -0.1

Source: PubChem (The Scripps Research Institute Molecular Screening Center)

Hits appear at their usual frequency. Share with any hit: about 3.4%.
